# Bioassay records from PubChem.
# hIAP activ – increases human intestinal alkaline phosphatase activity. P09923. purified human IAP, CDP-Star luminescence, 30 min; stronger effect = higher value; 1 = vehicle-only enzyme, 0 = enzyme-free background. activation factor at 10 µM. actives 0.16% (n = 330,000). AID 2524;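 active = activation factor of the enzyme at least 2-fold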; note: the source names both 10 and 20 µM as test concentration; values of inactives mirror those of a sister screen read the other way
# Target sequence (P09923 whole entry, looked up): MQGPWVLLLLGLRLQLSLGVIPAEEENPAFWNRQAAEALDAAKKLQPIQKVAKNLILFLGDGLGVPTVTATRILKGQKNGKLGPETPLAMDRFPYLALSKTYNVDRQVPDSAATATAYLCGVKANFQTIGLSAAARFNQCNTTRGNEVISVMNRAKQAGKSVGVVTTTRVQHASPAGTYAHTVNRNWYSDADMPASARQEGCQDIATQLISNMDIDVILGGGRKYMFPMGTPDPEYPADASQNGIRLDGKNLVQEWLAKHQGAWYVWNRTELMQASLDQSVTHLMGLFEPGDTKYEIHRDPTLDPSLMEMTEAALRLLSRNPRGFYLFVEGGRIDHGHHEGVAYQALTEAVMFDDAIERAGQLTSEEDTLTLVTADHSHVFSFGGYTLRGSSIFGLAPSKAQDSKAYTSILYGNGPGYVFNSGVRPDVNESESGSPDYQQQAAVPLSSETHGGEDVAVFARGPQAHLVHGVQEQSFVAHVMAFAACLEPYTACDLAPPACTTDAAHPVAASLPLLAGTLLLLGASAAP
# Apaf1 inhib – human Apaf-1 inhibition. O14727. reconstituted apoptosome caspase-3 activity, DEVD-Rh110 fluorescence. inhibition, % at 20 µM. actives 0.71% (n = 330,000); active = inhibition of at least 40% at 20 µM;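 note: plate controls were DMSO wells for no effect and DEVD-CHO caspase inhibitor wells for full effect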
#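 Assay system – apoptosome proteins · Medium – Hepes buffer, pH 7.5 · Also added – cytochrome c with DEVD-Rh110 · Timing – 30 min compound preincubation, 50 min activation, room temperature · Detection – Rh110 fluorescence, excitation 480 nm, emission 540 nm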
# mIAP activ – mouse IAP activation. AID 2805. activation factor at 10 µM. muIAP, CDP-Star luminescence, 30 min; stronger effect = higher value; 1 = vehicle-only enzyme signal, 0 = enzyme-free wells. actives 0.24% (n = 330,000);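 active = activation factor of at least 2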; note: the source names both 10 and 20 µM as test concentration; values of inactives mirror those of a sister screen read the other way
#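 System: mouse IAP enzyme. Reagent: CDP-Star chemiluminescent phosphatase substrate. Benchmarks: DMSO wells, no-enzyme wells. Times: 30 min enzyme-substrate-compound incubation at room temperature. Detection: luminescence from enzymatic CDP-Star hydrolysis. Doses: test compounds delivered from DMSO solution.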
# TIM10 inh – growth inhibitors of TIM10 yeast strain; AID 463195; inhibition, % at 10 µM; actives 1.4% (n = 330,000); S. cerevisiae TIM10 strain growth, BacTiter-Glo luminescence, 24 h;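 active = inhibition of 40% or more at the single tested concentration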;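 note: wild-type TIM10 isogenic control strain grown at permissive 25 °C; 0% = DMSO yeast wells and 100% = minimal medium wells without yeast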
# hIAP inh – human IAP inhibition; P09923; purified IAP, CDP-Star luminescence, 30 min; inhibition, % at 10 µM; actives 0.12% (n = 330,000); AID 2544;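 active = inhibition reaching a set limit with compound at 10 µM in the primary screen, cut at about 35% in these data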;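 note: plate controls were DMSO wells with enzyme for no effect and no-enzyme buffer wells for full effect; values of inactives mirror those of a sister screen read the other way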
# NALP3 yeast inh – blocks the NALP3 inflammasome reconstituted in yeast; Yeast reconstituted NLRP3/ASC/caspase-1, beta-gal luminescence, 24 h; inhibition, % at 10 µM; actives 0.39% (n = 330,000);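 active = inhibition of 50% or more; inactive = inhibition below 50%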;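 note: plate controls were induced DMSO wells for no effect and uninduced yeast grown without galactose for full effect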
# ATG4B inhibitor – ATG4B (human) cysteine protease inhibition; actives 0.51% (n = 340,000); inhibition, % at 8.33 µM; ATG4B cleavage of LC3-PLA2, NBD-HPC fluorescence, 1 h; in the data active = inhibition above about 40%
# Target sequence (Q9Y4P1 whole entry, looked up): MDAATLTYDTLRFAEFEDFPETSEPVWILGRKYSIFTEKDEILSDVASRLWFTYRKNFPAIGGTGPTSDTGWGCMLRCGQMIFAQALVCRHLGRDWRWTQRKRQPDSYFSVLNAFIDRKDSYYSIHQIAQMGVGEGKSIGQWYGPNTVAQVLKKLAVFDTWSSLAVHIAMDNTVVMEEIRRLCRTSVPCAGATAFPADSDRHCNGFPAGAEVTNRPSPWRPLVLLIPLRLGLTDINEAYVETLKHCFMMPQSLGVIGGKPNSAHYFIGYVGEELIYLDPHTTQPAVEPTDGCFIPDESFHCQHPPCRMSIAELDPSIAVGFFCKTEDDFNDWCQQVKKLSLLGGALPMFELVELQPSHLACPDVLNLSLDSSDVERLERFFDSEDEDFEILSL
# mIAP inh – blocks mouse intestinal alkaline phosphatase; purified mouse IAP, CDP-Star luminescence, 30 min; actives 0.2% (n = 330,000); inhibition, % at 10 µM;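 active = inhibition of at least 40% at 10 µM in the primary screen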;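 note: plate controls were DMSO with enzyme for no effect and no enzyme wells for full effect; values of inactives mirror those of a sister screen read the other way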
# tim10-1 inh – growth inhibitors of tim10-1 mutant yeast. AID 463190. actives 2.2% (n = 330,000). S. cerevisiae tim10-1 ts strain growth, BacTiter-Glo, 24 h. inhibition, % at 20 µM;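 active = inhibition of at least 40%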;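 note: mutant grown at 25 °C; 0% = DMSO wells with yeast and 100% = wells holding no yeast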
# * marks the source's active call; other numbers are inactive results; . = no result given.
SMILES,hIAP activ,Apaf1 inhib,mIAP activ,TIM10 inh,hIAP inh,NALP3 yeast inh,ATG4B inhibitor,mIAP inh,tim10-1 inh
O=C1COc2ccc(C(=O)/C=C/c3ccccc3)cc2N1,1,14,1.1,17,-3,2,0,-9,-10
O=C(O)c1ccc2c(c1)C(=O)N(c1cc([N+](=O)[O-])ccn1)C2=O,1,-4,0.95,10,-1,3,15,5,-16
CC(C)=CC/C=C1\CCC(C(=O)O)C(C(=O)O)C1 (centres undefined),1.1,-10,0.98,0,-7,10,4,2,7
CCN(CC(=O)Nc1c(F)cccc1F)C(=O)c1ccccn1,1.2,6,1.1,2,-19,17,-2,-6,-5
CC12CCC(=O)N1C(C(=O)NCCN1C(=O)S/C(=C\c3ccc(OC(F)F)cc3)C1=O)CS2 (centres undefined),1.1,12,0.97,11,-5,-1,-13,3,26
COCC(=O)N(CCN(C)C)Cc1cc2cc3c(cc2nc1Cl)OCO3,0.91,-17,0.9,-1,9,17,0,10,-9
CN(C)c1cccc2cccc(N(C)C)c12,0.8,89*,1,0,20,-1,-9,-1,-14
COCC(C)n1c(C)cc(C(=O)COc2ccc(S(=O)(=O)N3CCOCC3)cc2Cl)c1C (centres undefined),1,7,1,31,-3,17,-15,-1,0
O=C(NC1(C(F)(F)F)N=C(c2ccccc2)NC1=O)c1ccc(Cl)cc1Cl (centres undefined),1.1,-6,0.98,17,-7,3,8,2,14
CC(NC(=O)c1ccc(F)cc1)c1ccc(F)cc1 (centres undefined),0.95,-4,0.92,-4,5,23,0,8,-11
Cc1ccc(OCCN2CCNCC2)c([N+](=O)[O-])c1,0.9,-11,0.94,1,10,-11,-14,6,-5
O=C(Nc1ccc(NC(=O)c2ccc(S(=O)(=O)c3ccccc3)cc2)cc1)c1ccccc1,0.87,-21,0.97,-4,13,2,-8,3,-13
COc1cc(/C=C(/C(=O)O)c2ccc(-c3ccccc3)cc2)cc(OC)c1OC,0.94,12,0.99,16,6,6,13,1,-5
COc1ccc(C(=O)NCC(=O)OCC(=O)NC2CCCCCC2)cc1,1,-3,1,9,-2,3,-12,0,14
COC(=O)C1=C(C)OC(N)=C(C#N)C1c1cc(OC)ccc1OC (centres undefined),0.9,-3,0.9,11,10,6,-4,10,6
COc1ccc(C)cc1NC(=O)Nc1cccc(C(=O)O)c1,1.1,5,1,-8,-12,0,-6,-1,9
CCCc1cc(=O)oc2c(C)c(OCC(=O)NCc3ccccn3)ccc12,0.97,-1,0.91,9,3,6,-8,9,15
O=C(c1ccc(S(=O)(=O)N2CCCCCC2)cc1)N(c1ccccn1)C1CCCCC1,0.77,19,1,-52,23,3,-2,0,-12
O=C(c1ccc(Cl)c([N+](=O)[O-])c1)N1CCN(S(=O)(=O)c2ccc(Cl)cc2)CC1,0.87,6,0.87,-9,13,5,-5,13,14
CSCC[C@H](NC(=O)OC(C)(C)C)c1nnc(SCc2cccc(F)c2)o1,1.1,18,1.1,-1,-10,11,5,-8,10
CCCn1nc2cc(C(=O)NCCc3ccc(C)cc3)ccc2c1OCC,0.97,7,1,-15,3,14,-9,-3,-5
COc1cc(/C=N/NC(=O)CSc2ccccn2)ccc1OC(C)C,0.93,-2,1.1,18,7,17,2,-6,26
Cc1ccc(CCNC(=O)CC(C)CC2=NS(=O)(=O)c3ccccc3N2)cc1 (centres undefined),0.92,2,0.96,3,8,7,-3,4,18
Cc1ccc(C)c(C(=O)COc2ncnc3ccccc23)c1,0.89,-11,1,18,11,19,-1,-2,12
COC(=O)c1cc2sccc2n1Cc1nc(-c2ccc(Cl)cc2)oc1C,0.89,6,1.1,-14,11,17,9,-13,15

# (further entries)
SMILES,hIAP activ,Apaf1 inhib,mIAP activ,TIM10 inh,hIAP inh,NALP3 yeast inh,ATG4B inhibitor,mIAP inh,tim10-1 inh
COc1ccc(C(=O)NCCCN2CCN(CCCNC(=O)c3ccc(OC)c(OC)c3)CC2)cc1OC,0.85,-2,0.94,-2,15,25,-8,6,-11
CCN(CC)CCn1c2c(c(SCC(=O)Nc3ccc4c(c3)OCCO4)nc1=O)CCCC2,0.99,2,0.98,11,1,1,0,2,4
O=c1c(CN2CCN(Cc3ccccc3F)C(CCO)C2)coc2ccccc12 (centres undefined),1,-11,1.1,-4,-1,21,0,-5,-9
COc1cccc(/C=C/C(=O)OCC(=O)N2CCCC2)c1OC,1.1,14,1.1,4,-6,8,-7,-10,5
CNc1c(N)c(=O)oc2ccccc12,1,-8,0.99,22,-4,1,1,1,0
O=C(Nc1ccnn1C1CCN(CC2CC=CCC2)CC1)c1ccccc1 (centres undefined),1.4,-4,1.1,-4,-36,1,-7,-10,1
COC(=O)c1ccc(NC(=O)CN(Cc2ccc(Cl)cc2)S(C)(=O)=O)cc1,0.93,-3,0.95,8,7,4,-14,4,22
O=C(NCNC(=O)c1ccccc1)c1ccccc1,1.2,-1,1.1,18,-16,8,0,-6,4
C[C@@H]1CN([C@@H](C)CO)C(=O)c2cccc(NS(C)(=O)=O)c2O[C@H]1CN(C)Cc1ccc(C(=O)O)cc1,0.94,-4,1,0,6,14,-14,-3,9
Cc1ccc2c(c1)c1ncnc(N3CCN(c4ccccc4)CC3)c1n2C,0.79,13,0.97,0,21,18,-9,3,-6
c1cn(CCCNC2=NCCCCC2)cn1,1.1,3,0.95,1,-11,-4,-4,5,0
COc1ccccc1NC(=O)CSc1nnc(Cn2c(=O)sc3ccccc32)n1C,1,-7,0.96,-2,-3,5,-2,4,4
CCOC(=O)CSC1=Nc2ccccc2C2=NC(CC(=O)NCc3ccccc3)C(=O)N12 (centres undefined),1.1,18,1.2,2,-10,5,-14,-16,13
O=C(COC(=O)c1cccnc1SC(F)F)NC1CC1,0.91,1,0.99,6,9,15,4,1,7
CCOc1ccc(C(=O)NC(C(=O)NCc2ccccc2OC)C(C)C)cc1 (centres undefined),1,0,0.98,10,-2,18,4,2,8
COC(=O)CSc1nnc(CNS(=O)(=O)c2ccc(Br)cc2)n1C,0.96,-18,0.95,5,4,-1,-6,5,0
O=c1c([N+](=O)[O-])c[nH]c2ccccc12,0.99,-3,1,8,1,14,-12,-1,12
CN1C(=S)SC2CS(=O)(=O)CC21C (centres undefined),1,-4,1,-12,0,-12,-4,0,0
CCNC1CCS(=O)(=O)C1 (centres undefined),1.3,-7,1,11,-26,14,-5,-2,5
COc1cc(/C=C2\SC(=Nc3ccccc3)N(Cc3ccco3)C2=O)ccc1OC(C)C(=O)O (centres undefined),1.1,3,0.81,8,-10,19,19,19,15
O=S(=O)(c1cccs1)N1CN(C2CCCC2)c2nc3ccccc3nc21,0.98,-14,0.98,13,2,7,7,2,13
O=C(CSc1n[nH]c(-c2ccncc2)n1)Nc1ccccc1Cl,0.99,5,0.94,-6,0,7,-6,6,-1
Cc1ccc(-c2cccc([C@H]3[C@@H]4C=CC[C@@H](C)[C@@H]4C(=O)N3Cc3ccccc3)c2)cc1,.,20,0.98,4,.,.,2,2,16
CSc1c(C#N)c(N)nc2sc(C(=O)c3ccc(Cl)c(Cl)c3)c(N)c12,1.2,-4,0.88,5,-22,11,-4,12,15
COCCCNC(=O)c1ccc([N+](=O)[O-])c(Cl)c1,1.1,-4,0.88,-1,-12,31,28,12,10

# Whole records from above. Order of screens: hIAP activ | Apaf1 inhib | mIAP activ | TIM10 inh | hIAP inh | NALP3 yeast inh | ATG4B inhibitor | mIAP inh | tim10-1 inh
# O=c1c(CN2CCN(Cc3ccccc3F)C(CCO)C2)coc2ccccc12 (centres undefined) as listed: 1 | -11 | 1.1 | -4 | -1 | 21 | 0 | -5 | -9
# CCOc1ccc(C(=O)NC(C(=O)NCc2ccccc2OC)C(C)C)cc1 (centres undefined) as listed: 1 | 0 | 0.98 | 10 | -2 | 18 | 4 | 2 | 8
# CCN(CC)CCn1c2c(c(SCC(=O)Nc3ccc4c(c3)OCCO4)nc1=O)CCCC2 as listed: 0.99 | 2 | 0.98 | 11 | 1 | 1 | 0 | 2 | 4
# CNc1c(N)c(=O)oc2ccccc12 as listed: 1 | -8 | 0.99 | 22 | -4 | 1 | 1 | 1 | 0

# Other results.
SMILES,hIAP activ,Apaf1 inhib,mIAP activ,TIM10 inh,hIAP inh,NALP3 yeast inh,ATG4B inhibitor,mIAP inh,tim10-1 inh
Cc1nc(C(=O)Nc2ccccc2)sc1C(=O)Nc1ccccc1,0.86,10,0.96,-1,14,31,-10,4,-52
COc1ccc(CNC(=O)N2CCN(c3ccccc3OC)CC2)cc1,0.8,0,0.94,4,20,3,-2,6,6
CCCCC(CC)C(=O)N1CCN(C(=O)c2ccco2)CC1 (centres undefined),0.91,-11,1,7,9,34,-2,-2,-2
Cc1ccc(CN2CCN(CC(=O)N3CCc4ccccc4C3)C2=O)cc1,1.3,-5,0.96,1,-31,30,.,4,13
COc1ccc(C2c3[nH]c4ccccc4c3CCN2C(=O)c2ccc(=O)n(C)n2)c(F)c1 (centres undefined),1.1,9,0.95,-7,-6,11,6,4,15
Cc1nc(NCC2CCCO2)c2nnn(Cc3ccccc3)c2n1 (centres undefined),1.1,-7,1.1,-10,-13,11,5,-8,11
Cc1c(OCC(=O)NCCN2CCOCC2)ccc2c(-c3ccccc3)cc(=O)oc12,0.82,1,1,7,18,10,7,-2,31
CC(C)CC(=O)Nc1ccc(C(=O)Cn2c(=O)oc3ccccc32)cc1,1,-13,0.94,15,-3,-2,6,6,15
Cc1cc(C)n(-c2ccc(C(=O)OCn3nnc4ccccc4c3=O)cc2)n1,1.1,17,0.95,27,-9,18,-4,5,49*
O=C1CCN(Cc2ccccc2)CCN1[C@H](CO)c1ccccc1,1.1,7,1.1,12,-6,10,6,-11,8
Cc1cc(C)c(S(=O)(=O)N2CCCC(C(=O)NC3CCCC3)C2)c(C)c1 (centres undefined),1,9,1,6,-2,5,0,-5,15
CCCCNC(=S)NNC(=O)c1cc(C2CC2)nc2ccccc12,1.5,-3,0.9,10,-50,15,-1,10,31
CC1=C(C(=O)N2CCOCC2)C(c2cc(C)ccc2C)NC(=S)N1 (centres undefined),0.95,-5,1,7,5,14,-8,0,-1
N#C/C(=C\c1cn[nH]c1-c1ccccc1Br)C(=O)O,0.97,13,1.1,-16,3,-7,-3,-5,18
CCCC1CCC(=NNC(=S)NCCc2ccccc2)CC1 (centres undefined),1.1,16,0.96,-23,-5,22,30,4,-26
CCOC(=O)c1c(S(=O)(=O)NCC(=O)Nc2ccc(F)cc2F)c(C)n(C)c1C,1,3,1.1,4,-2,4,5,-6,3
COC(=O)C1(Cc2cc(-c3cccnc3)no2)CCN(C(=O)OC(C)(C)C)CC1,0.91,-2,1,7,9,13,-7,-2,22
COc1cccc(COC(=O)C2CCN(C(=O)c3ccccc3C)CC2)c1OC,1,12,1,3,-3,13,-3,-2,16
CCOC(=O)N1CCN(C(=O)c2cccc(OC)c2OC)CC1,0.86,-6,0.99,16,14,-9,-3,1,10
Cc1ccc(-n2c(SCC(=O)O)nc3sc4c(c3c2=O)CCCC4)cc1,1.1,-3,1.2,-15,-10,8,8,-16,4
CCC(C)(C)n1nnnc1C(c1ccccn1)N1CCCCC1 (centres undefined),1.1,1,0.97,13,-5,-3,-11,3,17
CCOC(=O)CC1C(=O)NCCN1S(=O)(=O)c1ccc(Cl)c(Cl)c1 (centres undefined),0.91,12,1.1,-19,9,6,-3,-6,19
Cc1onc(-c2ccccc2)c1C(=O)Nc1ccc(Cl)cn1,0.97,-14,0.98,13,3,34,3,2,23
